High-throughput results deposited in PubChem by National Center for Advancing Translational Sciences (NCATS).
PLK1 PBD inh: PLK1 (human) polo-box domain binding inhibition; P53350; Plk1 PBD binding of FITC phosphopeptide, fluorescence polarization; Potency, µM, without a hit: max response, negative = inhibition, usual class: inhibitors; 2.8% of 360,000 active; note: potency is the fitted concentration of half-maximal effect; series mostly up to about 57 µM; % is set by controls: 0 for no effect and ±100 for the full control effect; nearly all actives have a fitted effect of over 65% in size
HEK293 tox: cytotoxic in the GLP-1 receptor inverse agonist counter-screen. HEK293 cAMP-luciferase reporter cells, luminescence, 24 h. Potency, µM (highest dose often 38.3 µM), for inactives: at the top dose activity change, negative = inhibition, hits mostly inhibitors. 0.13% of 410,000 active. AID 624418;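 note: loss of luciferase light is scored as toxicity; potency is the fitted concentration of half-maximal effect; % is set by controls: 0 for no effect and ±100 for the full control effect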
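Seeding density was 200 cells/uL; after overnight-length (12 h) culture, 23 nL compounds went on for 24 h at 37 °C. Readout used a luciferase detection reagent, luminescence taken after 12 min at room temperature.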
IL-2 act: IL-2 activation | IL-2 activation reporter assay, cell-based qHTS; stimulated with anti-CD3/CD4/CD28 beads; in transgenic mouse T cells | activation, % (series mostly up to about 46 µM) | 0.065% of 360,000 active | AID 652025; in the data active = activation above about 50%; inconclusive = mostly about 30% to 49%; note: 0% is about no effect
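First, unstimulated transgenic mouse T cells were exposed to compound for 60 min. Next, anti-CD3/anti-CD4-coated beads with anti-CD28 were added. Finally, after 18 h at 37 degrees C, EGFP and DsRed were imaged.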
PI5P4K alpha inh: blocks human PI5P4K alpha kinase activity; P48426; 1.2% of 330,000 active; AID 652105; PI5P4Kalpha enzyme, ADP-Glo luminescence, 60 min; stronger effect = lower value; max response, %; active = max response of -50% or lower; inconclusive = between -30% and -50%; inactive = -30% or higher; note: value at the top dose of about 77 µM; % is set by controls: 0 for no effect and ±100 for the full control effect
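Enzyme plus substrate dispensed, test compounds pinned in, then ATP (5 microM final) added. After 60 min at RT, ADP-Glo reagent 1 for 45 min and reagent 2 for 30 min preceded luminescence imaging.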
GLP-1R agonist: agonists of human GLP-1 receptor. HEK293 GLP-1R CRE-luciferase, luminescence, 4-6 h; cells express a hypersensitive GLP-1R form. Potency, µM (titrated, usually from 45.6 µM), for inactives: at the highest dose activation, hits mostly activators. 0.007% of 380,000 active. AID 624172; note: potency is the fitted concentration of half-maximal effect; % of control where 0% means no effect
D3 antag: D3 dopamine receptor (human) antagonism. P35462. D3R cells, DiscoveRx beta-arrestin luminescence, antagonist mode; stronger effect = lower value. max response, negative = inhibition, %. 2.5% of 360,000 active; in the data active = max response below about -50%; inconclusive = no clear call, values can overlap the other calls; note: % is set by controls: 0 for no effect and ±100 for the full control effect; mostly tested at two doses, the higher about 12 µM
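Cells expressing the human receptor were seeded at 1500 cells/well, incubated overnight at 37 degrees C in 5% CO2, then exposed to library compounds with dopamine controls for 90 minutes at 37 degrees C before luminescent detection.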
WRN inhibitor: WRN helicase (human) inhibition; Q14191; WRN helicase unwinding, fluorescent forked duplex, kinetic; Potency, µM (series often up to 114 µM), for inactives: top-dose activity change, negative = inhibition, hits mostly inhibitors; 0.46% of 360,000 active; AID 651768; note: potency is the fitted concentration of half-maximal effect; % is set by controls: 0 for no effect and ±100 for the full control effect; nearly all actives have a fitted effect of over 55% in size
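Enzyme (20 nM final) and test compound sit together 15 min at room temperature before substrate addition. Substrate is a single-forked duplex oligonucleotide (100 nM) labelled with fluorophore and quencher, with 2 mM ATP; helicase unwinding raises red fluorescence, read kinetically.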
D3 ag: D3 dopamine receptor (human) agonism; P35462; D3R DiscoveRx beta-arrestin cells, luminescence, 90 min; max activation, %; 0.58% of 410,000 active; in the data active = max activation above about 30%; note: 0% is about no effect; mostly tested at two doses, the higher about 12 µM
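Agonist-mode cell screen: cells plated at 1500/well and incubated overnight at 37 °C, then exposed to library compounds for 90 min at 37 °C. Detection reagent was added for 30–60 min at room temperature, and luminescence was read.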
GLP1R inv ag: GLP-1 receptor (human) inverse agonism. P43220. HEK293 GLP-1R CRE-luciferase, luminescence, 24 h; GLP-1R form is constitutively active. Potency, µM (doses to about 38.3 µM), for the others: top-dose activity change, negative = inhibition, most hits filed as inhibitors. 1.6% of 410,000 active; note: potency is the fitted concentration of half-maximal effect; % is set by controls: 0 for no effect and ±100 for the full control effect; nearly all actives have a fitted effect of over 55% in size
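GLP-1R inverse agonism mode: basal reporter luminescence in engineered HEK293 cells measured after one day of compound exposure at 37 deg C, with a 12 min room-temperature detection step.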
* = called active by the depositor; ? = inconclusive; nt = not tested or not shown; [ ] = dose if it differs, or a comment. Unless noted, calls come from the whole dose curve; as a rule, active = well fitted curve in the direction sought with a large enough effect; inconclusive = small, poorly fitted or top-dose-only effect, or another doubt; inactive = no such curve, though single readings can be large; an effect the other way counts as inactive or inconclusive.

item	compound	PLK1 PBD inh	HEK293 tox	IL-2 act	PI5P4K alpha inh	GLP-1R agonist
1	O=C(CCC(=O)N1CCN(c2ccccc2)CC1)Nc1nnc(C2CCCCC2)s1	2%	-4%	-2.6	3	-4%
2	COc1ccc(C(=O)N2CCN(C(=O)c3cc(OC)c(OC)c(OC)c3)CC2)cc1	-7%	0%	-0.3	-9	13%
3	Cc1ccc2c(c1)cc(C(=O)N1CCN(c3ccccn3)CC1)n2C	-3%	4%	-0.8	6	-9%
4	COc1cccc(OCc2cc(C(=O)N(C)Cc3nc(C)cs3)no2)c1	2%	-28%	-0.8	0	1%
5	Cc1ccc(C)c(OC(=O)C2CSC3(C)CCC(=O)N23)c1C (stereo not drawn)	-2%	5%	0.7	4	-3%
6	NC(=S)c1cc2cc(Cl)ccc2oc1=O	-9%	15%	-0.8	-1	3%
7	Cc1ccc(-c2ccc(CN3C(C(C)C)C(=O)N(Cc4cn(CCC5OCCO5)nn4)CCS3(=O)=O)cc2)cc1 (stereo not drawn)	-8%	-21%	-2.6	9	2%
8	COc1cc(-c2nc3ccccn3c2/N=C/c2cccc(OC)c2O)ccc1O	-4%	?	2.6	-3	5%
9	O=S(=O)(c1ccccc1)c1nc(Nc2cccc(O)c2)sc1Cl	?	-12%	0.7	-16	4%
10	COc1cc(CCC(=O)Nc2nnc(-c3cccnc3)s2)cc(OC)c1OC	?	12%	0.7	-1	-4%
11	O=C(Nc1ccc(Cl)c(C(=O)N2CCOCC2)c1)c1ccccc1	-8%	6%	-2.3	-10	4%
12	COc1cc(/C=C/c2cc[n+](C)cc2)ccc1OCC(=O)Nc1ccc(Cl)c(Cl)c1	1%	0%	2.2	-25	1%
13	COc1cc2ccc(C(C)=O)c(O)c2cc1OC	-2%	48%[activator]	-4.0	1	25%
14	CCN1C(=O)[C@@H]2[C@@H](c3ccc(-c4ccc(F)cc4)cc3)N3CCC[C@@]3(C(=O)OC)[C@@H]2C1=O	-4%	2%	0.6	3	-2%
15	Cc1ccc(C(c2nnnn2C2CCCCC2)N2CCN3CCCC3C2)cc1 (stereo not drawn)	-9%	0%	-0.6	nt	1%

item	D3 antag	WRN inhibitor	D3 ag	GLP1R inv ag
1	-3	0%	-12	-12%
2	-20	2%	-4	7%
3	24	1%	2	9%
4	0	-4%	2	?
5	-17	-7%	-5	-54%
6	-15	0%	-18	23%
7	6	-4%	-3	?
8	-16	-10%	-1	7%
9	-5	-30%	4	-24%
10	6	-9%	12	11%
11	1	3%	9	13%
12	-18	4%[11.6 µM]	-12	?
13	-9	7%	-1	130%[activator]
14	0	1%	-21	-21%
15	?	5%	-9	-26%

Carrying on.
item	compound	PLK1 PBD inh	HEK293 tox	IL-2 act	PI5P4K alpha inh	GLP-1R agonist
16	CC1(C)OC2CC3C4CCC5=CC(=O)CCC5(C)C4(F)C(O)CC3(C)C2(C(=O)CO)O1 (stereo not drawn)	-4%	3%	-0.1	1	0%
17	Cc1cc2nc(SCCN3CCCC3)[nH]c2cc1C	1%	5%	1.7	nt	-3%
18	O=C(Nc1cccc(S(=O)(=O)N2CCCCC2)c1)c1ccc2c(c1)OCO2	-10%	0%	4.4	-7	3%
19	CCOc1ccc(N2CC(C(=O)Nc3ccc(S(=O)(=O)N4CCCCC4)cc3)CC2=O)cc1 (stereo not drawn)	4%	-8%	-3.4	-6	-2%
20	CC1(C)C(=O)Nc2ccccc2N1C(=O)CSc1nnc2c(Cl)cc(Cl)cn12	-6%	80%[activator]	1.1	1	-6%
21	CN1CCN(c2ccc(C(CC(N)=O)NC(=O)c3ccccc3)cc2[N+](=O)[O-])CC1 (stereo not drawn)	10%	1%	0.2	-1	-3%
22	Cc1ccc(NC(=O)CCCCCN2C(=O)[C@@H]3Cc4ccccc4CN3C2=O)cc1	-10%	-4%	-3.3	-1	9%
23	C/C(=N\O)C(C)(C)Nc1cccc(Br)c1	-6%	5%	0.0	2	2%
24	Cc1ccc(-c2csc(NC(=O)c3ccc(F)cc3)c2C(=O)O)cc1	-13%	-18%	-3.2	-61*	-1%
25	COc1cc(Br)c(CNc2cc(C)ccc2C)cc1OC	3%	3%	-4.6	6	2%
26	CCn1cc(CNC(=O)c2cccc([N+](=O)[O-])c2)cn1	-6%	-7%	-0.8	3	1%
27	CCOC(=O)C1CCN(c2ncnc3nc[nH]c23)CC1	-14%	-7%	-1.4	-2	5%
28	COc1ccc(CCNC(=O)C2CCCN(c3nc4ccccc4s3)C2)cc1OC (stereo not drawn)	1%	-9%	-0.3	2	19%
29	CC(=O)c1c(N2CCOCC2)[nH]c(-c2ccccc2)nc1=S	-20%	22%	-0.1	6	1%
30	CCNc1nc(NCC)nc(C(=O)OCCO)n1	-6%	5%	-2.2	1	5%

item	D3 antag	WRN inhibitor	D3 ag	GLP1R inv ag
16	7	-7%	-9	-36%
17	-3	-3%	-13	0%
18	-3	-19%	-11	-37%
19	8	-8%	1	?
20	-11	-4%	0	18%
21	24	-5%	8	18%
22	13	-7%	4	-24%
23	-7	3%	-3	?
24	11	-16%	-7	?
25	41	9%	2	?
26	16	1%	3	1%
27	2	-10%	0	10%
28	37	1%[57.1 µM]	8	?
29	-10	-9%	-4	5%
30	2	-1%	3	-11%

The listing continues:
item	compound	PLK1 PBD inh	HEK293 tox	IL-2 act	PI5P4K alpha inh	GLP-1R agonist
31	O=C(NC(=S)NCCN1CCOCC1)c1ccccc1	-27%	6%	2.7	1	7%
32	COc1ccc(Nc2cc(C)nc3nc(C)nn23)cc1Cl	-6%	2%	-2.5	3	-4%
33	Nc1ncnc2nc(SCc3ccc(Cl)cc3Cl)[nH]c12	-5%	1%	-2.5	-16	3%
34	CCOC(=O)C1(CC2CCCCO2)CCN(S(=O)(=O)c2ccsc2)CC1 (stereo not drawn)	-12%	22%	-0.5	-1	-4%
35	CCCn1c(SCC(=O)Nc2ccccc2N2CCCCC2)nc2c1c(=O)n(C)c(=O)n2C	-7%	30%	-1.6	nt	20%
36	O=C(NNC(=O)c1cccs1)c1csc(N2CCOCC2)n1	-9%	14%	-4.7	2	11%
37	COc1ccc(OC)c(NS(=O)(=O)c2ccc3c(c2)CCC(=O)N3)c1	-11%	2%	-0.1	nt	4%
38	O=C(NNC(=S)NC(=O)c1ccccc1)c1ccc(O)cc1	?	-18%	-3.6	-14	-4%
39	CCOC(=O)C(N=Nc1nn[nH]n1)C(C)=O (stereo not drawn)	-9%	-2%	0.5	-7	-5%
40	Cc1cc(OCC(=O)NCCCN2CCOCC2)c2c(C)cc(=O)oc2c1	-15%	-3%	-0.5	1	-1%
41	O=C(CN(C(=O)c1csnn1)c1ccc2c(c1)OCCO2)NCc1ccc(F)cc1	-7%	12%	-0.7	9	8%
42	CCc1ccc(NC(=O)C2=CC(c3ccc(OC)c(OC)c3)=NS(=O)(=O)N2C)cc1	-5%	-14%	-3.7	-7	4%
43	CCCCOc1ccc(NC(=O)CSCC(=O)OCC)cc1	-2%	3%	-1.0	10	-8%
44	CN(C)S(=O)(=O)NCCNC(=O)c1cc(OCC(F)(F)F)ccc1OCC(F)(F)F	-5%	-4%	3.3	2	4%
45	C=CCN1C(=O)c2ccc(C(=O)N(C)CC(=O)Nc3ccc(OCC)c(OCC)c3)cc2C1=O	-1%	26%	-1.2	4	-1%
46	C/C(CCC12CC3CC(CC(C3)C1)C2)=N\NC(N)=S	-13%	?	0.0	nt	0%
47	CCN(CC)C(=O)C1=C(C)N(Cc2ccc(OC)cc2)C(=O)C(CC(=O)NCc2cccs2)C1 (stereo not drawn)	-17%	1%	-1.7	-5	2%

item	D3 antag	WRN inhibitor	D3 ag	GLP1R inv ag
31	-10	-6%	3	24%
32	0	8%	-8	16%
33	49	-12%	1	-6%
34	-18	0%	7	0%
35	19	-13%	16	8%
36	-1	-4%	-3	13%
37	-19	-5%	-9	0%
38	0	-3%	-5	-7%
39	-12	5%	-5	-11%
40	-3	-4%	0	16%
41	-12	4%	-5	-9%
42	-30	-11%	-9	?
43	6	-8%	1	-5%
44	6	-6%	5	-21%
45	12	-4%	6	14%
46	?	3%	-19	0%
47	-9	6%	-6	2%

Grouped by structure, the entries above with an aryl thioether with sulfur outside any ring.
item	compound	PLK1 PBD inh	HEK293 tox	IL-2 act	PI5P4K alpha inh	GLP-1R agonist
17	Cc1cc2nc(SCCN3CCCC3)[nH]c2cc1C	1%	5%	1.7	nt	-3%
20	CC1(C)C(=O)Nc2ccccc2N1C(=O)CSc1nnc2c(Cl)cc(Cl)cn12	-6%	80%[activator]	1.1	1	-6%
33	Nc1ncnc2nc(SCc3ccc(Cl)cc3Cl)[nH]c12	-5%	1%	-2.5	-16	3%
35	CCCn1c(SCC(=O)Nc2ccccc2N2CCCCC2)nc2c1c(=O)n(C)c(=O)n2C	-7%	30%	-1.6	nt	20%

item	D3 antag	WRN inhibitor	D3 ag	GLP1R inv ag
17	-3	-3%	-13	0%
20	-11	-4%	0	18%
33	49	-12%	1	-6%
35	19	-13%	16	8%

An unsorted share of the library; about 7.8% have a hit in one of these screens.
